Assay outcomes deposited in PubChem by Johns Hopkins Ion Channel Center.
CHT block – inhibits the human high affinity choline transporter; AID 488975; 310,000 tested, 0.86% active; Q9GZV3; CHT-expressing cells, membrane potential dye, choline response; hits give low values; B-score at 10 µM;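 active = B-score over 3 SD under the library average, and starting fluorescence ratio not unusually high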;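 also: choline stimulus applied at its EC90 after an EC20 pre-addition; B-score computed on integrated fluorescence ratio after choline addition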
Target sequence (Q9GZV3 whole entry, looked up): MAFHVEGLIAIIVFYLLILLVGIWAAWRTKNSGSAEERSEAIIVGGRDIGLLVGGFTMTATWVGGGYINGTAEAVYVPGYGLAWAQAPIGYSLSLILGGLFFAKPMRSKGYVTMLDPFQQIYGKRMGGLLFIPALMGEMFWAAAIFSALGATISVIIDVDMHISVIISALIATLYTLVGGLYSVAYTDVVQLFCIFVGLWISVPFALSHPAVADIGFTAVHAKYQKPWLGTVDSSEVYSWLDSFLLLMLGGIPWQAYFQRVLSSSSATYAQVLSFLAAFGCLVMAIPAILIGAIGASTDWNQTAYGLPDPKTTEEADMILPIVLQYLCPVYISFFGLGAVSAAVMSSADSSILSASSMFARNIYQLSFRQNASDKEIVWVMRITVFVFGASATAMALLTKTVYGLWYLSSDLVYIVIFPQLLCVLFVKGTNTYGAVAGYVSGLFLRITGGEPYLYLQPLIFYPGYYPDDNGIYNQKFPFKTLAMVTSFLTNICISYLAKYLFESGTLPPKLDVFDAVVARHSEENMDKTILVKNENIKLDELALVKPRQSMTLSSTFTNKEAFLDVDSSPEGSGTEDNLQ
Kir21 inh – inhibitors of mouse Kir2.1 inward-rectifier potassium channel; 310,000 tested, 0.85% active; HEK293-Kir2.1, FluxOR thallium flux fluorescence; hits give low values; AID 1672; B-score at 10 µM;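 active = fluorescence ratio B-score at or below minus 3 SD of library scores, with starting-brightness B-score within 2 SD, cut at about -4.2 in these data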;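 also: channel flux triggered by added potassium and thallium sulfate stimulus; B-score of peak minus minimum fluorescence over baseline after thallium stimulus; more negative B-score means stronger Kir2.1 block with less thallium influx; some compounds called inactive have numbers as strong as hits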
Target sequence (P35561 whole entry, looked up): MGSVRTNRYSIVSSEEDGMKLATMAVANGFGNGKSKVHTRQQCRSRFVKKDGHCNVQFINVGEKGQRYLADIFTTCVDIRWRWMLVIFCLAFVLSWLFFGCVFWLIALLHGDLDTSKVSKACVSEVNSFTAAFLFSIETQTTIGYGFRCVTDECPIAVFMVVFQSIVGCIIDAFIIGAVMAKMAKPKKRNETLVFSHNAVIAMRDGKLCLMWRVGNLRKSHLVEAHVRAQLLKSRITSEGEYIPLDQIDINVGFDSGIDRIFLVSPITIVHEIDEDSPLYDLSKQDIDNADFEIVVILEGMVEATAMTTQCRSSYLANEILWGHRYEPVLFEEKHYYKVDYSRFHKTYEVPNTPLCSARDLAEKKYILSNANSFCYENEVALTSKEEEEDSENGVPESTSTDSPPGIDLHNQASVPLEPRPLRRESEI
KCNQ2 inh – KCNQ2 potassium channel inhibitors, primary screen, cell-based, CHO-K1, FluxOR thallium flux, B-score (AID 2156); O88943; B-score at 10 µM; 20 min; hits give low values; 310,000 tested, 1.1% active;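 active = fluorescence ratio B-score at most minus 3 library SDs, with starting brightness B-score within 2 library SDs, cut at about -5.5 in these data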
* marks the source's active call; other numbers are inactive results; i = inactive; x = no result given.

The opening seven entries, to show the layout:
SMILES	CHT block	Kir21 inh	KCNQ2 inh
CCc1ccc(N2C(=O)CC(NNc3nc4ccccc4s3)C2=O)cc1 (configuration not stated)	i	-1.2	i
O=C(NCc1cccnc1)C(=O)Nc1ccc2c(c1)OCO2	i	0.61	i
NC(=NCCc1ccc(Cl)cc1)NS(=O)(=O)c1ccc(F)cc1	i	-3.4	i
CC1CN(C(=S)NC(=O)c2ccc(Cl)cc2)CC(C)O1 (configuration not stated)	i	1.6	i
CCCCCCCC(=O)N/N=C/c1ccc(Br)cc1	i	-0.98	i
COCCn1c(SCC(=O)Nc2ccccc2)nc2c(oc3ccccc32)c1=O	i	2.3	i
CCN(CC(=O)Nc1c(F)cccc1F)C(=O)CNC(=O)c1ccco1	i	-3.8	i

The whole of this part, from the start:
SMILES	CHT block	Kir21 inh	KCNQ2 inh
CCc1ccc(N2C(=O)CC(NNc3nc4ccccc4s3)C2=O)cc1 (configuration not stated)	i	-1.2	i
O=C(NCc1cccnc1)C(=O)Nc1ccc2c(c1)OCO2	i	0.61	i
NC(=NCCc1ccc(Cl)cc1)NS(=O)(=O)c1ccc(F)cc1	i	-3.4	i
CC1CN(C(=S)NC(=O)c2ccc(Cl)cc2)CC(C)O1 (configuration not stated)	i	1.6	i
CCCCCCCC(=O)N/N=C/c1ccc(Br)cc1	i	-0.98	i
COCCn1c(SCC(=O)Nc2ccccc2)nc2c(oc3ccccc32)c1=O	i	2.3	i
CCN(CC(=O)Nc1c(F)cccc1F)C(=O)CNC(=O)c1ccco1	i	-3.8	i
Cc1ccc(C(=O)NNC(=O)c2ccc(NC(=O)C(C)(C)C)cc2)cc1	i	-1.7	i
NCCSc1c(-c2ccccc2)[nH]c2ccccc12	i	-1.5	i
CC(=O)c1cccc(NC(=O)CSc2nc(=O)n(CCN3CCOCC3)c3c2CCCC3)c1	i	-2.1	i
O=C1CS/C(=N\C(=O)N2c3ccccc3Sc3ccccc32)N1	i	-0.22	i
CCN(CC)CCNC(=S)Nc1ccc2nc(N3CCN(C)CC3)cc(C)c2c1	i	-0.02	i
O=c1oc2ccc(Br)cc2cc1S(=O)(=O)c1ccc(F)cc1	i	-0.91	i
CS(=O)(=O)N(CC(=O)NCC1CCCO1)c1cc(Cl)cc(Cl)c1 (configuration not stated)	i	-1.4	i
CS(=O)(=O)c1ccc(N)cc1	i	0.94	i
CCN(CC)C(=O)CSc1nnc2sc3ccccc3n12	i	-3	i
COc1cccc(NC(=O)NCC2CCN(Cc3ccc(F)cc3)CC2)c1	i	0	i
COc1ccc(CCNC(=O)C2CCC(=O)N2CCc2ccccc2)cc1OC (configuration not stated)	i	-0.31	i
CCOC(=O)c1ccc(NC(=O)N2CCN(Cc3cccc(F)c3)CC2)cc1	i	-0.39	i
N#CCCn1cc(/C=N/NC(N)=S)c(-c2ccccc2)n1	i	-0.78	i
CCOC(=O)c1ccc(NC(=O)N2CCN(Cc3ccccc3)CC2)cc1	i	-0.25	i
CCCn1ncc(CN2CCC(N3CCC(C(=O)N4CCOCC4)CC3)CC2)c1C	i	0.22	i
COc1ccc(CCN2C(=O)/C(=C\c3ccco3)SC2=S)cc1OC	x	-0.01	i
O=C(NNc1nc(-c2ccc(Cl)cc2)cs1)c1ccco1	i	-0.38	i
O=C(NCc1cccs1)c1cnc2ccccn2c1=O	i	1.2	i
O=C(O)C1C(c2ccccc2)C(C(=O)OCCCO)C1c1ccccc1 (configuration not stated)	i	2	i
Cc1nonc1CC(=O)NC1CCCc2c1cnn2-c1ccc(F)cc1F (configuration not stated)	i	2.2	i
CCOC(=O)C(C(=O)OCC)C(Nc1ccccc1)c1ccccc1 (configuration not stated)	i	0	i
COCc1cc(C)nc(SCc2ccc(F)cc2)c1C#N	i	-1.1	i
CCCCCCOC(=O)C(C#N)c1nc2ccccc2nc1N1CCN(C)CC1 (configuration not stated)	i	-2.9	-5.7*
O=C1COc2ccc(S(=O)(=O)Nc3ccc4c(c3)OCO4)cc2N1	i	-0.64	i
COc1cc(C2CC(=O)N(c3ccc(C)cc3)C(=O)C2)cc(OC)c1OC	i	-0.76	i
CCOc1ccccc1NC(=O)C1COc2ccccc2O1 (configuration not stated)	i	-0.86	i
CCCNS(=O)(=O)c1ccc(CCC(=O)N2CCN(CC)CC2)cc1	i	-0.4	i
NC(=O)c1nsc(C(=O)N(CC(=O)NCc2ccccc2)c2cccc(F)c2)c1N	i	0.04	i
Cc1[nH]c(-c2ccccn2)nc(=S)c1Cl	i	2.6	i
CC(C)(c1ccccc1)c1ccc(OCCN2CCOCC2)cc1	i	0.43	i
O=C(Nc1ccc(-c2nc3cccnc3s2)cc1)C1CCCO1 (configuration not stated)	i	-0.69	i
CCCCC(=O)NC(=S)NNC(=O)CCc1ccccc1	i	-0.39	i
COc1ccc(CCNS(=O)(=O)c2ccc(C(=O)NCc3ccco3)cc2)cc1OC	i	1.3	i
CC1=C(C(=O)OC(C)C)C(c2cncc(-c3ccc(F)cc3)c2)C(C#N)=C(N)O1 (configuration not stated)	i	-1.4	i
CCS(=O)(=O)N1CCC(NC(=O)C(Cc2ccc(OC)c(OC)c2)NC(C)=O)CC1 (configuration not stated)	i	-1.8	i
COc1ccccc1N1CCN(c2nc(-c3ccccc3)cc(C(F)(F)F)n2)CC1	i	0.35	i
CCOc1c(Cl)cnn(-c2ccc(C)cc2)c1=O	i	2.3	i
CCOc1ccc2[nH]c(=O)c(CN(CCN3CCCC3)C(=S)Nc3ccccc3OCC)cc2c1	i	-3.1	i

Three of the compounds above, with values ahead of the structure:
CHT block	Kir21 inh	KCNQ2 inh	compound
i	-0.69	i	O=C(Nc1ccc(-c2nc3cccnc3s2)cc1)C1CCCO1 (configuration not stated)
i	-0.39	i	CCCCC(=O)NC(=S)NNC(=O)CCc1ccccc1
i	1.3	i	COc1ccc(CCNS(=O)(=O)c2ccc(C(=O)NCc3ccco3)cc2)cc1OC

Following part
SMILES	CHT block	Kir21 inh	KCNQ2 inh
Cc1nn(CC(N)=O)c(=O)c2ccccc12	i	-0.48	i
CCOC(=O)N1CCN(C(=O)C(=O)Nc2sc3c(c2C(=O)O)CC(C)(C)OC3)CC1	i	1.6	i
CN(C)S(=O)(=O)c1ccc(C(=O)OCC2COC(C)(C)O2)cc1 (configuration not stated)	i	-1.2	i
O=C(COC(=O)c1cc[n+]([O-])cc1)NCCc1ccc(Cl)cc1Cl	i	-1.4	i
COc1ccc(C(c2nnnn2C(C)C)N2CCN(C(=O)c3ccco3)CC2)cc1 (configuration not stated)	i	-0.63	i
COc1ccc(-c2cn3cccnc3n2)cc1NC(=O)C1CC1	i	-1.6	i
Cc1ccc(S(=O)(=O)NCC(=O)N(CC2CCCO2)C(C(=O)NC2CCCC2)C(C)C)cc1 (configuration not stated)	i	1.7	i
Clc1ccc(-c2csc(N/N=C/c3ccco3)n2)cc1	i	0.47	i
COc1ccccc1NS(=O)(=O)c1ccc(O)c(C(=O)OCc2cccc([N+](=O)[O-])c2)c1	i	-0.12	i
CCOC(=O)CSc1ncc(-c2ccccc2)nn1	i	-0.99	i
COc1ccc(-c2cc(C(F)(F)F)n3ncc(C(=O)NCC4CCCO4)c3n2)cc1OC (configuration not stated)	i	0.19	i
O=C(CCCCCn1nnc2ccccc2c1=O)Nc1ccccc1F	i	-2	i
OC(CCN1CCCC1)(c1ccccc1)C1CCCCC1 (configuration not stated)	i	-1.6	i
CCOc1ccccc1N1CCN(c2nc(N)c(C#N)c(CC#N)c2C#N)CC1	i	-0.05	i
O=C(Cn1nnc(-c2ccccc2)n1)NCc1ccccc1	i	-0.39	i
CN1C(C(=O)NCc2ccc(OC(F)(F)F)cc2)CC2Cn3c(nc4ccccc43)C21 (configuration not stated)	i	1.5	i
COc1ccc(Nc2nnc(-c3ccccc3)c3ccccc23)cc1C(=O)N1CCCCC1	i	-1.2	i
COCC(=O)Oc1c(S(=O)(=O)c2ccc(C)cc2)c(C)nn1C(C)(C)C	i	-1.4	i
N#C/C(=C(/O)COC(=O)CCC1CCCCC1)c1nc2ccccc2[nH]1	i	0.08	i
O=C(CN1C(=O)c2ccccc2S1(=O)=O)Nc1ccon1	i	-1.2	i
COC(=O)c1[nH]c2ccc(F)cc2c1NC(=O)C1=COCCO1	i	0.35	i
O=C(COC(=O)c1ccc2[nH]c3c(c2c1)CCCC3)Nc1ccccc1Cl	i	-0.02	i
COc1ccc(-c2cc(OC)c3c(C)oc(C)c3c(=O)c2)cc1OC	i	0	i
CCOC(=O)N1CCN(C(=O)c2ccc3c(SCC(=O)O)c4c(nc3c2)CCCC4)CC1	i	0.89	i
CCOCCCNC(=O)c1cccs1	i	0.82	i
CC(=O)OCCOc1nc(N(C)C)nc(N(C)C)n1	i	3.9	i
C/C(=N/NC(=O)c1cccc(N2CCCC2=O)c1)c1ccc(Br)cc1	i	0.18	i
Cc1c(Cc2ccc3c(c2)OCO3)sc(NC(=O)c2ccccc2)c1C(N)=O	i	0.15	i
O=C1CCC(=O)N1c1ccccc1OS(=O)(=O)c1ccccc1	i	0.47	i
NC(=S)N/N=C/c1ccc(-c2cc(Cl)ccc2Cl)o1	i	-0.52	i
CCO[C@H]1OC(C(=O)NCc2nc3ccccc3[nH]2)=C[C@@H](c2csc3ccccc23)[C@@H]1CCCO	i	-0.38	i
CC(/C=N/NC(=O)Cc1cccn1C)=C\c1ccco1	i	0.05	i
Cc1c(CN2CCCC(C(=O)Nc3cccc(-n4cccn4)c3)C2)cnn1C (configuration not stated)	i	0.02	i
COc1ccc(NC(=O)COC(=O)c2c(C)noc2C)c(OC)c1	i	0.32	i
CC(=O)NS(=O)(=O)c1ccc(NS(=O)(=O)c2ccc3ccccc3c2)cc1	i	0.82	i
O=C1CC2(CCN(C(=O)c3ccccc3F)CC2)Oc2ccccc21	i	2.1	i
CC(=O)c1cc2c(cc1NS(=O)(=O)c1ccccc1)OCO2	i	-2.2	i
Cc1ccc(-c2cc(C(=O)N3CCCCC3)c3ccccc3n2)cc1C	i	-0.02	-9.3*
CNc1nc(SC)nc2ccccc12	i	-1.5	i
O=C(CCCc1nc(-c2ccc(Cl)cc2)no1)NCC1CCCO1 (configuration not stated)	i	0.69	i
CSCC(C)N1CCC(n2nccc2NC(=O)CCOc2ccccc2)CC1 (configuration not stated)	i	-0.2	i
COc1ccc(S(=O)(=O)NCC(c2cccnc2)N2CCN(c3ccc(F)cc3)CC2)cc1C (configuration not stated)	x	0.31	i
Nc1ccc(C(=O)OCC(=O)NC2CCCc3ccccc32)cc1[N+](=O)[O-] (configuration not stated)	i	0.41	i
CCOC(=O)C1(C)NC(c2ccco2)C2C(=O)N(CC)C(=O)C21 (configuration not stated)	i	0.05	i
CC(=O)Nc1ccc(NC(=O)C(C)N(C)CC(=O)Nc2ccccc2Br)cc1 (configuration not stated)	i	1	i
COCCSc1nnc(NC(=O)Cc2ccccc2OC)s1	i	-0.01	i
CC(=O)N1CCCc2cc(S(=O)(=O)Nc3cccc(C)c3C)ccc21	i	-1.2	i
CCOc1ccc(-c2cc(C(=O)O)c3ccccc3n2)c(OCC)c1	i	-0.7	i
O=C(C1CCCN(Cc2ccccc2C(F)(F)F)C1)N1CCCCC1 (configuration not stated)	i	-0.07	i
CCOc1ccccc1N1C(=O)CC(Sc2ncccc2C(=O)O)C1=O (configuration not stated)	i	2.6	i
O=C(O)COc1ccccc1/C=N/Nc1ccc(S(=O)(=O)N2CCOCC2)cc1[N+](=O)[O-]	i	-2.1	i
CC(=O)c1c(C)nc(C)nc1NC(=O)C(C)C	i	-0.71	i
Cn1c(NC(=O)c2ccc(S(=O)(=O)N3CCOCC3)cc2)cc(=O)n(C)c1=O	i	0.27	i
COc1ccccc1-c1nc2cc(Cl)ccc2c(=O)n1O	i	-0.02	i
Cc1ccc(NC(=O)CSc2nnc(Cc3ccccc3)o2)cc1	i	-0.52	i
Cc1cccc2c(N=Nc3ccc(S(=O)(=O)Nc4cccc(Cl)c4)cc3[N+](=O)[O-])c(O)[nH]c12	i	0.69	i
N=c1c(C(=O)NCc2ccc(F)cc2)cc2c(=O)n3ccccc3nc2n1Cc1ccco1	i	2	i
Cc1cccc(OCC(=O)Nc2cccc(C(=O)NCC(C)C)c2)c1	i	0.43	i
Cc1cccc(C)c1NC(=O)Cn1nnnc1N	i	-0.85	i
CCN(CCNC(=O)C1CCCN(Cc2nc(-c3ccc(OC)cc3)oc2C)C1)c1ccccc1 (configuration not stated)	i	-3.1	-8.7*
(cont.)
SMILES	CHT block	Kir21 inh	KCNQ2 inh
O=C(NCc1cccs1)c1ccc([N+](=O)[O-])cc1Cl	i	0.24	i
CCC1S/C(=N/N=C/c2ccco2)N(c2ccc(F)cc2)C1=O (configuration not stated)	i	-1.3	i
Cc1nn(C)cc1S(=O)(=O)N1CCN(c2ccccc2)CC1	i	-0.94	i
COc1ccc(OCCSc2ncnc3nc[nH]c23)cc1	i	-0.15	i
Cc1ccc(/C=C/C(=O)c2ccc(C)cc2)cc1	i	-0.63	i
CN(C)Cc1ccccc1C(O)(c1ccccc1)c1ccccc1	i	-4.7*	i
CCOc1cccc(C(=O)NC(=S)NCc2cccnc2)c1	i	2.3	i
CCOC(=O)N1CCN(Cc2nc3cc(NC(=O)CC)ccc3n2C)CC1	i	-0.8	i
